# BRCA1 expr act: increases BRCA1 expression. Potency, µM (top dose mostly 46.1 µM), without a hit: at the top dose activation, most hits filed as activators. MCF7-BRCA1-FFLuc reporter, luminescence, 48 h; response scale: scaled: vehicle 0%, 10 µM genistein 100%. 1.1% of 380,000 active. AID 624202; also: nearly all actives have a fitted effect of over 80% in size; some results filed as inactive show a strong effect at the top dose
#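 MCF7-BRCA1-FFLuc cells, 2000/well in phenol-red-free MEM, attached 2 h then treated 48 h at 37 C. Luciferase luminescence read 15 min after reagent; normalized to genistein maximum activation (10microM) and DMSO, concentration-response fitted.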
# uPA surface inh: inhibitors of cell surface uPA generation; cell surface uPA generation assay, qHTS; Potency, µM (doses to about 38.3 µM), inactives show at the highest dose activity change, negative = inhibition, actives largely listed as inhibitors; 0.31% of 330,000 active; active = well fitted inhibition curve with a large enough effect; inconclusive = small, poorly fitted or top-dose-only effect; inactive = no such curve, though single readings can be large or run the other way; tested in mouse RAW 264.7 cells; also: % is scaled to controls: 0 for no effect and ±100 for the full control effect; nearly all actives have a fitted effect of over 55% in size
# ELG1 genotoxic: induces genotoxicity in HEK293T cells with luciferase-tagged ELG1; HEK293T ELG1-luciferase reporter, luminescence, 16 h; Potency, µM (doses to about 46 µM), inactives show top-dose activity change, positive = activation, actives largely listed as activators; 1.3% of 330,000 active; AID 504466; also: % of control where 0% means no effect; nearly all actives have a fitted effect of over 60% in size
#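 16 hr compound incubation (37 °C, 5% CO2) of HEK293T cells carrying luciferase-tagged ELG1; luciferase then measured by ONE-Glo luminescence after 30 min at RT.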
# p53 reactivation: mutant p53 re-activation in reporter cells | H1299 p53-A138V BP100-luciferase reporter, luminescence, 24 h | Potency, µM (series often up to 92.2 µM), for the others: top-dose activity change, positive = activation, usual class: activators | 0.063% of 320,000 active | AID 504706; also: % of control where 0% means no effect; nearly all actives have a fitted effect of over 45% in size
#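 p53-null H1299 cells stably carrying temperature-sensitive p53-A138V and a BP100-luciferase reporter were pinned with compounds (4-point, 1:5 series) and held 24 hrs at 37 deg C. Luminescence was read 10 min after detection reagent.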
# Starred values were filed as active, the others as inactive; ? = inconclusive; [ ] = another dose, or the depositor's remark. Unless noted, calls follow the shape of the dose curve; as a rule, active = well fitted activation curve with a large enough effect; inconclusive = small, poorly fitted or top-dose-only effect; inactive = no such curve, though single readings can be large or run the other way. Potency is read from the fitted curve at half-maximal effect. An excerpt (hit frequency here may not be typical).
SMILES,BRCA1 expr act,uPA surface inh,ELG1 genotoxic,p53 reactivation
Cc1ccc(S(=O)(=O)N2CCOCC2)cc1C(=O)N1CC(C)CC(C)C1 (configuration not stated),-29.8%,-0.6%,-0.2%,3.1%
CC(NCC(=O)NCC(=O)Nc1ccc(F)cc1)c1cccc(C(F)(F)F)c1 (configuration not stated),-22.6%,?,1.0%,-5.1%
C[C@H](CO)N1C[C@H](C)[C@@H](CN(C)S(=O)(=O)c2cn(C)cn2)Oc2c(NC(=O)Nc3ccc(C(F)(F)F)cc3)cccc2C1=O,-4.8%,-4.0%,-4.8%,2.1%
COc1cccc(/C=C/C(=O)OCC(=O)NC2CCCCCCC2)c1,3.1%,4.4%,-1.4%,-2.9%
O=C(COC(=O)Cc1ccc(S(=O)(=O)N2CCOCC2)s1)Nc1ccccc1Cl,2.0%,5.9%,-0.7%,-4.1%
O=C1c2ccccc2[C@@H]2C[C@@H](O)[C@H](Nc3ccccc3-c3ccccc3)CCN12,-13.7%,15.5%,0.0%,5.8%
CS(=O)(=O)c1cccc(C(=O)OCC(=O)NC(=O)Nc2ccccc2F)c1,6.9%,0.8%,4.5%,1.9%
CCC(C)c1ccccc1NC(=O)COC(=O)C1=NN(c2ccccc2)C(=O)CC1 (configuration not stated),-4.4%,-6.8%,1.8%,6.8%
Cc1cc(C(=O)Nc2cccc(S(=O)(=O)N3CCOCC3)c2)c2ccccc2n1,-6.6%,-1.8%,-0.3%,-7.6%
Cc1ccc(C)c(NC(=O)CN(C)C(=O)c2cc(C3CC3)nn2-c2ccccc2)c1,-22.6%,-29.6%,-5.9%,1.4%
Cc1ccc2c(c1)C(=O)C(=O)N2Cc1ccc(Br)cc1,-44.2%,4.47µM*,16.3%,-4.3%
Cc1cc(NC(=O)CSc2ncc(C(=O)O)n2-c2ccc(F)cc2)no1,0.3%,5.7%,-1.2%,-0.8%
C#CCOCCOCCOCCNc1nc(N2CCN(C(=O)[C@H](CCC(=O)O)n3cc([C@@H](N)[C@H](C)CC)nn3)CC2)nc(N2CCN(C(=O)[C@H](CCC(=O)O)n3cc([C@@H](N)CCSC)nn3)CC2)n1,1.3%,17.6%,1.4%,-3.8%
CCCN=C1N(C)C[C@@H]2[C@@H]3C(=O)N(Cc4ccccc4)C(=O)[C@@H]3[C@](CC)(C(=O)OC)N12,0.0%,13.7%,0.8%,-3.9%
Cc1ccc(C)c(N2CCN(C(=O)CCc3nc(-c4ccccc4C)no3)CC2)c1,-20.4%,0.4%,1.1%,2.7%
C=CC[C@@H](CC(=O)N[C@@H](CO)Cc1ccccc1)C(=O)NC[C@@H](OC(=O)[C@@H](CC=C)Cc1ccc(F)cc1)c1ccccc1,0.0%,9.6%,17.0%,7.3%
CCC(CO)Oc1cc(NC(=O)Cc2ccccc2F)c2ncn(C(C)C)c2c1 (configuration not stated),0.0%,18.5%,0.0%,-6.1%
O=C(COC(=O)c1ccc(F)cc1)Nc1ccc2c(c1)OCO2,1.4%,2.0%,1.5%,11.4%
CCOC(=O)C1=C(C)NC(C)=C(C(=O)OCC)C1C(=O)OCC(=O)NCc1ccccc1,-16.9%,4.4%,-0.7%,-12.8%
Cc1ccc([C@H]2C(C(=O)O)=CC[C@@H](c3ccc(C(C)C)cc3)N2S(=O)(=O)c2ccc(C)cc2)cc1,-5.4%,10.6%,0.0%,1.5%
Cn1c(-c2ccc(F)cc2)cc2onc(-c3c(F)cccc3Cl)c2c1=O,2µM*,-2.1%,?,?
O=C(COC(=O)c1cc(-c2ccccc2)nc2ccccc12)NC1CC1,-2.7%,-2.0%,0.4%,5.6%
COc1cccc(-c2sc3ccc(OC)cc3c2-c2ccc(OCCN3CCCC3)cc2)c1,-4.7%,-5.6%,0.2%,-2.2%
CC(C)=CCC[C@](C)(O)C1CC[C@]2(C)C1[C@H](O)CC1[C@@]3(C)CC[C@H](O[C@@H]4O[C@H](CO)[C@@H](O)[C@H](O)[C@H]4O[C@@H]4O[C@H](CO)[C@@H](O)[C@H](O)[C@H]4O)C(C)(C)C3CC[C@]12C (some centres not stated),9.5%,-3.4%,-1.0%,3.2%
CCc1ccccc1NC(=O)c1ccc(OCc2c(C)noc2C)cc1,-30.9%,-1.3%,-1.0%,-12.4%

# Remaining list, next part.
SMILES,BRCA1 expr act,uPA surface inh,ELG1 genotoxic,p53 reactivation
COc1ccc(C2/C=C\CN(C(=O)c3ccccc3)CC(=O)N2Cc2cccc(F)c2)cc1 (configuration not stated),-6.1%,0.3%,-3.4%,-9.3%
O=C(CNC(=O)c1nn(Cc2ccccc2)c(=O)c2ccccc12)Nc1ccc(F)c(F)c1F,-19.0%,-14.9%,1.6%,-1.9%
C[C@H]1CN([C@@H](C)CO)C(=O)c2cccc(NC(=O)c3cnccn3)c2O[C@@H]1CN(C)S(=O)(=O)c1ccc(F)cc1,0.0%,36.4%[activator],-1.2%,1.2%
Cc1ccc(-n2c(SCC(=O)NCC3CCCO3)nc3ccccc3c2=O)cc1 (configuration not stated),-1.0%,-1.9%,3.1%,-1.6%
CC(C)[C@H](NC(=O)c1ccc(Cl)cc1Cl)C(=O)NNc1cccc(C(=O)O)c1,?,0.4%,?,?
CCN(CC)C(=O)[C@H]1C[C@H](CC(=O)NCCC2=CCCCC2)C(=O)N2CCc3c([nH]c4ccc(Cl)cc34)[C@]12C,-5.2%,?,-4.2%,-0.1%
Cc1noc(C)c1NC(=O)Nc1ccc2c(c1)CC(=O)N([C@H](C)CO)C[C@@H](C)[C@H](CN(C)CC1CCCCC1)O2,-7.1%,15.7%,0.8%,-3.2%
COc1ccc(C2=NN(C(=O)COC(=O)c3ccc(S(C)(=O)=O)c([N+](=O)[O-])c3)C(c3ccco3)C2)cc1 (configuration not stated),-85.9%[inhibitor],-8.7%,-17.2%,-31.1%[inhibitor]
CCOC(=O)C1=CNS(=O)(=O)NC1c1ccc(C(=O)OC)cc1 (configuration not stated),-24.9%,6.2%,5.2%,-2.2%
COCc1c(C(=O)Nc2cccc(S(=O)(=O)N3CCCCC3)c2)oc2ccccc12,-65.8%,-5.4%,-2.7%,5.3%
COc1ccc(/C=C/C(=O)OCC(=O)NC2CC2)c(OC)c1,-0.9%,-0.5%,0.5%,3.0%
CC(C)N(C(=O)[C@H]1C[C@H](CC(=O)NCC23CC4CC(CC(C4)C2)C3)C(=O)N2CCc3c([nH]c4cc(-c5ccco5)ccc34)[C@]12C)C(C)C,7.1%,-4.7%,-1.7%,2.6%
CC[C@]12c3[nH]c4ccccc4c3CCN1C(=O)C(CC(=O)NC(C)(C)C)C[C@@H]2C(=O)N1CCN(C(=O)C2CC2)CC1 (some centres not stated),-0.9%,1.8%,0.5%,0.2%
CCC(NC(=O)c1ccccc1NC(=O)C(C)(C)C)C(=O)N1CC(C)OC(C)C1 (configuration not stated),-0.6%,-3.6%,1.4%,13.3%
C[C@H]1CN([C@@H](C)CO)C(=O)c2cccc(NC(=O)Nc3ccc(C(F)(F)F)cc3)c2O[C@@H]1CN(C)S(=O)(=O)c1ccc(Cl)cc1,-24.0%,-4.6%,-7.6%,-2.2%
CC[C@@H]1C/C=C\Cc2ccccc2[C@@H](C(=O)C[C@@H](O)CC(C)=O)OC1=O,-4.5%,0.5%,0.1%,9.7%
CCCN(C(=O)CSc1nnc(N)s1)c1c(N)n(Cc2ccccc2)c(=O)[nH]c1=O,-19.2%,10.0%,-2.0%,5.9%
CC(C)(C)NC(=O)C(c1ccc(-c2ccccc2)cc1)N(C[C@H]1CC[C@@H]([C@@H]2CC[C@H](CO)O2)O1)C(=O)c1cccc(Cl)c1 (some centres not stated),-63.6%,?,-7.3%,10.7%
O=C(CCC(=O)c1cccs1)OCC(=O)c1ccccc1,18.4%,2.8%,-1.5%,16.1%
C[C@]12c3[nH]c4ccccc4c3CCN1C(=O)C(CC(=O)NCC13CC4CC(CC(C4)C1)C3)C[C@@H]2C(=O)N1CCOCC1 (some centres not stated),0.0%,-13.4%,-3.0%,-0.6%
COc1ccc(C(=O)OCC(=O)c2c[nH]c3ccccc23)c(OC)c1,?,3.8%,7.2%,11.2%
Cc1onc(-c2ccccc2)c1C(=O)NCC(=O)Nc1cc(Cl)ccc1Cl,-27.8%,4.4%,-4.7%,-4.8%
CCOC(=O)N1CCN(C(=O)COC(=O)c2ccc(N(C)C)cc2)CC1,8.2%,4.0%,0.9%,-3.3%
O=C(OCC(=O)N1CCc2ccccc21)[C@@H]1CC(O)CN1S(=O)(=O)c1ccc(Cl)cc1 (some centres not stated),8.4%,-9.2%,-0.7%,-4.7%
CC(C)[C@H]1COCCS(=O)(=O)N1Cc1ccccc1-c1ccc(C(C)(C)C)cc1,-23.6%,2.7%,0.0%,5.9%

# Carrying on.
SMILES,BRCA1 expr act,uPA surface inh,ELG1 genotoxic,p53 reactivation
COc1cc(-c2cc(C(=O)OCC(=O)NC3CC3)c3ccccc3n2)cc(OC)c1OC,-20.3%,-2.1%,1.1%,3.3%
O=[N+]([O-])c1cccc(S(=O)(=O)Nc2ccc3cn[nH]c3c2)c1,-31.2%,-1.1%,0.0%,-2.7%
CCN(C(=O)c1ccc(=O)n(C)n1)c1c(N)n(Cc2ccccc2)c(=O)[nH]c1=O,-8.8%,-2.0%,3.9%,7.7%
O=C(NC1CC1)c1cccc2c1C(=O)c1ccc(N3CCC(Cc4ccccc4)CC3)cc1S2(=O)=O,-5.3%,?,-2.9%,-4.9%
CN(C(=O)c1cc2ccccc2o1)c1c(N)n(Cc2ccccc2)c(=O)[nH]c1=O,5.0%,-8.5%,0.3%,-3.9%
CC(=O)Nc1ccc(S(=O)(=O)N(C)CC(=O)NNC(=O)c2cccs2)cc1,1.0%,7.6%,2.0%,6.9%

# 3 entries out of the list, ordered by SMILES length, ascending.
SMILES,BRCA1 expr act,uPA surface inh,ELG1 genotoxic,p53 reactivation
O=[N+]([O-])c1cccc(S(=O)(=O)Nc2ccc3cn[nH]c3c2)c1,-31.2%,-1.1%,0.0%,-2.7%
CC(=O)Nc1ccc(S(=O)(=O)N(C)CC(=O)NNC(=O)c2cccs2)cc1,1.0%,7.6%,2.0%,6.9%
COc1cc(-c2cc(C(=O)OCC(=O)NC3CC3)c3ccccc3n2)cc(OC)c1OC,-20.3%,-2.1%,1.1%,3.3%

# As a working copy, part of the list above.
SMILES,BRCA1 expr act,uPA surface inh,ELG1 genotoxic,p53 reactivation
C[C@H]1CN([C@@H](C)CO)C(=O)c2cccc(NC(=O)Nc3ccc(C(F)(F)F)cc3)c2O[C@@H]1CN(C)S(=O)(=O)c1ccc(Cl)cc1,-24.0%,-4.6%,-7.6%,-2.2%
CC[C@@H]1C/C=C\Cc2ccccc2[C@@H](C(=O)C[C@@H](O)CC(C)=O)OC1=O,-4.5%,0.5%,0.1%,9.7%
CCCN(C(=O)CSc1nnc(N)s1)c1c(N)n(Cc2ccccc2)c(=O)[nH]c1=O,-19.2%,10.0%,-2.0%,5.9%
CC(C)(C)NC(=O)C(c1ccc(-c2ccccc2)cc1)N(C[C@H]1CC[C@@H]([C@@H]2CC[C@H](CO)O2)O1)C(=O)c1cccc(Cl)c1 (some centres not stated),-63.6%,?,-7.3%,10.7%
O=C(CCC(=O)c1cccs1)OCC(=O)c1ccccc1,18.4%,2.8%,-1.5%,16.1%
C[C@]12c3[nH]c4ccccc4c3CCN1C(=O)C(CC(=O)NCC13CC4CC(CC(C4)C1)C3)C[C@@H]2C(=O)N1CCOCC1 (some centres not stated),0.0%,-13.4%,-3.0%,-0.6%
COc1ccc(C(=O)OCC(=O)c2c[nH]c3ccccc23)c(OC)c1,?,3.8%,7.2%,11.2%
Cc1onc(-c2ccccc2)c1C(=O)NCC(=O)Nc1cc(Cl)ccc1Cl,-27.8%,4.4%,-4.7%,-4.8%
CCOC(=O)N1CCN(C(=O)COC(=O)c2ccc(N(C)C)cc2)CC1,8.2%,4.0%,0.9%,-3.3%
O=C(OCC(=O)N1CCc2ccccc21)[C@@H]1CC(O)CN1S(=O)(=O)c1ccc(Cl)cc1 (some centres not stated),8.4%,-9.2%,-0.7%,-4.7%
CC(C)[C@H]1COCCS(=O)(=O)N1Cc1ccccc1-c1ccc(C(C)(C)C)cc1,-23.6%,2.7%,0.0%,5.9%
COc1cc(-c2cc(C(=O)OCC(=O)NC3CC3)c3ccccc3n2)cc(OC)c1OC,-20.3%,-2.1%,1.1%,3.3%
O=[N+]([O-])c1cccc(S(=O)(=O)Nc2ccc3cn[nH]c3c2)c1,-31.2%,-1.1%,0.0%,-2.7%
CCN(C(=O)c1ccc(=O)n(C)n1)c1c(N)n(Cc2ccccc2)c(=O)[nH]c1=O,-8.8%,-2.0%,3.9%,7.7%

# Screens (PubChem)
